MIN6 prolif: inducers of beta-cell replication in MIN6 cells. MIN6 cells proliferation, ATPlite luminescence, 48 h; cells starved in 0.2% serum; 100% = growth in 10% serum. 0.29% of 330,000 active. proliferation, % at 10 µM;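 active = compounds whose signal lies at least 3.5 SD above the mean of all wells on their plate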;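 note: 0% = DMSO-treated cells in low-serum medium and 100% = 10% serum control; some compounds called inactive have numbers as strong as hits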
hIAP act: human IAP activation; P09923; purified human IAP, CDP-Star luminescence, 30 min; hits give high values; 1 = vehicle-only enzyme, 0 = enzyme-free background; activation factor at 10 µM; 0.16% of 330,000 active;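 active = activation factor of the enzyme at least 2-fold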; note: the source names both 10 and 20 µM as test concentration; values of inactives mirror those of a sister screen read the other way
APOBEC3A inh: human APOBEC3A DNA deaminase inhibition. AID 493011. recombinant A3A, FAM/TAMRA ssDNA deamination fluorescence. inhibition, % at 20 µM. 0.41% of 330,000 active. P31941;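 active = at least 40% inhibition at 20 µM here, with at most 30% in a related deaminase screen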;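 note: plate controls were A3A with DMSO for no effect and wells lacking A3A enzyme for full effect; some results filed as inactive read as strong as hits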
Target sequence (P31941 whole entry, looked up): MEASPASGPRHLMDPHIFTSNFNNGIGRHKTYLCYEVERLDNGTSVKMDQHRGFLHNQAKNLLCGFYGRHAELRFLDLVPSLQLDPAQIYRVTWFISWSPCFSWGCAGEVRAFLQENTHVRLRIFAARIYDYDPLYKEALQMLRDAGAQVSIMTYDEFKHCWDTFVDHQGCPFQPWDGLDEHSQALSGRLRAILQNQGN
hIAP block: human IAP inhibition | purified IAP, CDP-Star luminescence, 30 min | AID 2544 | 0.12% of 330,000 active | inhibition, % at 10 µM;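 active = inhibition reaching a set limit with compound at 10 µM in the primary screen, cut at about 35% in these data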;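 note: plate controls were DMSO wells with enzyme for no effect and no-enzyme buffer wells for full effect; values of inactives mirror those of a sister screen read the other way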
mIAP inh: mouse IAP inhibition. purified mouse IAP, CDP-Star luminescence, 30 min. inhibition, % at 10 µM. 0.2% of 330,000 active;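 active = inhibition of at least 40% at 10 µM in the primary screen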;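 note: plate controls were DMSO with enzyme for no effect and no enzyme wells for full effect; values of inactives mirror those of a sister screen read the other way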
SENP1 FRET inh: inhibitors of human SENP1 SUMO protease catalytic domain. Q9P0U3. recombinant SENP1 catalytic domain, CyPet-SUMO1-YPet FRET cleavage. inhibition, % at 10 µM. 0.21% of 360,000 active. AID 624204;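 active = inhibition at least 30% at 10 µM, raw YFP signal under a set limit, fluorescence ratio 0.5 to 1.5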;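 note: 0% = enzyme with DMSO and 100% = no enzyme wells; some results filed as inactive read as strong as hits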
Target sequence (Q9P0U3 419-644 limits assumed): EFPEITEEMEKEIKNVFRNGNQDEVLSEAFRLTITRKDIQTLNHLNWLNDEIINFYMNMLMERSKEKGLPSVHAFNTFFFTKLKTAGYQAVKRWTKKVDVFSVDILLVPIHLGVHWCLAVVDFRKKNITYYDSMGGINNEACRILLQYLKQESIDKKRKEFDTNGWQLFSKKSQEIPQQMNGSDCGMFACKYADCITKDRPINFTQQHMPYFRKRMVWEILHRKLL
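material = recombinant human SENP1 catalytic domain, His6-tagged | quantity = 20 pM enzyme | reagent = 25 nM SUMO1 FRET substrate | compound dosing = 10 µM single point, 0.5% DMSO | timing = 50 min enzyme reaction, room temperature, light-protected | detection = FRET, CFP and YFP emission | control set = no-enzyme low, enzyme-DMSO high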
A3G deaminase: inhibitors of human APOBEC3G DNA deaminase; Q9HC16; inhibition, % at 20 µM; recombinant A3G, ssDNA deamination FAM/TAMRA fluorescence; 0.28% of 330,000 active;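 active = inhibition of at least 40% at 20 µM, with no more than 30% in the related APOBEC3A deaminase screen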;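 note: plate controls were DMSO wells with A3G for no effect and wells lacking A3G enzyme for full effect; some compounds called inactive have numbers as strong as hits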
Target sequence (Q9HC16 whole entry, looked up): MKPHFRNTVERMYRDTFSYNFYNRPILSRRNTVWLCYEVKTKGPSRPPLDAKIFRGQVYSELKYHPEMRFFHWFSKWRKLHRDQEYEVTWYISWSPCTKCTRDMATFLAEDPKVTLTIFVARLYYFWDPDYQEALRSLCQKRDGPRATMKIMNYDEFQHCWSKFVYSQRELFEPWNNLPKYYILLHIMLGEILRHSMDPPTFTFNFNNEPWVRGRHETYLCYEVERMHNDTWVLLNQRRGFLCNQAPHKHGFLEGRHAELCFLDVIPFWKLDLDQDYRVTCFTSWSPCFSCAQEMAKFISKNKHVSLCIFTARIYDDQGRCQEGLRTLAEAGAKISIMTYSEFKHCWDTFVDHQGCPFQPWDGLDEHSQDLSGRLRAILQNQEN
mIAP activ: increases mouse intestinal alkaline phosphatase activity | AID 2805 | muIAP, CDP-Star luminescence, 30 min; hits give high values; 1 = vehicle-only enzyme signal, 0 = enzyme-free wells | activation factor at 10 µM | 0.24% of 330,000 active;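 active = activation factor of at least 2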; note: the source names both 10 and 20 µM as test concentration; values of inactives mirror those of a sister screen read the other way
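Assay system: mouse IAP enzyme / Compound: DMSO-dissolved test compounds / Timing: 30 min, room temperature / Measured by: luminescence from enzymatic CDP-Star hydrolysis / Control set: DMSO-only wells, enzyme-free buffer wells as negative control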
NALP3 yeast inh: NALP3 inhibition in yeast | Yeast reconstituted NLRP3/ASC/caspase-1, beta-gal luminescence, 24 h | inhibition, % at 10 µM | 0.39% of 330,000 active | AID 2825;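 active = inhibition of 50% or more; inactive = inhibition below 50%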;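 note: plate controls were induced DMSO wells for no effect and uninduced yeast grown without galactose for full effect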
Numbers without * were called inactive; x = no result given.

The first 3 entries (preview)
Values run as follows: MIN6 prolif	hIAP act	APOBEC3A inh	hIAP block	mIAP inh	SENP1 FRET inh	A3G deaminase	mIAP activ	NALP3 yeast inh
- CCCSc1nc2c(cnn2-c2ccc(C)c(C)c2)c(=O)[nH]1
  5	1	-1	0	18	2	-7	0.82	19
- c1ccc(-n2nnnc2SCCCSc2nc3ccccc3s2)cc1
  -3	0.96	-1	4	6	1	-2	0.94	18
- Cc1cccc(OC(C)C(=O)Nc2nc(-c3ccncc3)cs2)c1 (configuration not stated)
  2	1.3	-2	-26	1	-1	-10	0.99	15

The list itself, previewed entries included:
Values run as follows: MIN6 prolif	hIAP act	APOBEC3A inh	hIAP block	mIAP inh	SENP1 FRET inh	A3G deaminase	mIAP activ	NALP3 yeast inh
- CCCSc1nc2c(cnn2-c2ccc(C)c(C)c2)c(=O)[nH]1
  5	1	-1	0	18	2	-7	0.82	19
- c1ccc(-n2nnnc2SCCCSc2nc3ccccc3s2)cc1
  -3	0.96	-1	4	6	1	-2	0.94	18
- Cc1cccc(OC(C)C(=O)Nc2nc(-c3ccncc3)cs2)c1 (configuration not stated)
  2	1.3	-2	-26	1	-1	-10	0.99	15
- COc1ccc(/C=N/NC(=S)Nc2ccccc2)cc1
  -3	0.96	1	4	9	0	-6	0.91	45
- CCN(CC)c1ccc(N=Cc2c(C)[nH]c3ccccc23)cc1
  -7	0.96	2	4	2	-12	-4	0.98	36
- O=C(NCc1ccccc1)C1CCC(=O)N(CC2CCCCC2)C1 (configuration not stated)
  -4	1.3	-6	-32	0	1	-7	1	17
- CCOc1ccccc1CNC(=O)CCCC(=O)n1nc(C)c2ccccc21
  7	0.87	-1	13	0	-1	-2	1	3
- CCN(CC)c1ccc(C(=O)OCC(=O)Nc2ccc3[nH]c(=O)[nH]c3c2)cc1
  0	0.98	4	2	4	-8	8	0.96	7
- COc1cccc(C(=O)CC(=O)C(=O)Nc2cc(OC)ccc2OC)c1
  -5	0.97	-1	3	-2	3	2	1	23
- CN(c1ccc(C(=O)Nc2ccccc2C(=O)N2CCCC2)cc1)S(C)(=O)=O
  -3	1.1	2	-6	5	-1	0	0.95	1
- O=[N+]([O-])c1cc(S(=O)(=O)N2CCCC2)ccc1N/N=C/c1ccccn1
  -1	0.86	-2	14	2	3	-7	0.97	17
- CCOC(=O)N1CCN(CC(O)COc2ccccc2C(C)C)CC1 (configuration not stated)
  0	1	0	-1	9	2	1	0.91	2
- CCCC12CN3CC(C)(CN(C1)C31C(=O)Nc3ccc(C)cc31)C2=O (configuration not stated)
  0	0.99	-6	1	-4	5	-4	1	9
- COc1ccccc1C(=O)NCC(=O)Nc1ccccc1
  -6	1.1	2	-10	8	0	0	0.92	14
- CCC(=O)N(Cc1cc2ccc(C)cc2[nH]c1=O)c1ccccc1OC
  -3	1.1	-6	-7	-4	-2	-4	1	11
- C=C1C[C@@]23CCC4[C@@](C)(CCC[C@@]4(C)C(=O)OC)C2CC[C@]1(OC(C)=O)C3 (some centres not stated)
  -7	0.81	-3	20	-1	4	-12	1	34
- COC(=O)Cn1c(Cc2ccccc2)nc2ccccc21
  -3	0.85	-6	14	6	-2	-8	0.94	33
- Cc1ncc(N=Nc2ccc(F)cc2)c(-c2ccc(Cl)cc2)n1
  -2	0.95	1	5	7	4	-1	0.93	17
- CCN=C(N/N=C/c1ccc([N+](=O)[O-])cc1)SC
  -2	0.87	48	13	-14	1	37	1.1	-7
- CCCCCC(O)(CCN1CCCCC1)c1ccccc1 (configuration not stated)
  -1	1.2	0	-17	6	0	-7	0.94	32
- O=C(COc1ccc2ccccc2c1)NNC(=O)c1ccc([N+](=O)[O-])cc1
  -1	1.3	9	-27	9	3	14	0.91	10
- COCC(=O)Nc1cc(C(=O)Nc2ccccc2C)ccc1Cl
  -1	1.1	1	-5	-2	1	-2	1	-2
- CSc1nc(N(C)NC(=O)c2cccc(C)c2)c2ccccc2n1
  -6	0.93	-2	7	2	-1	-3	0.97	2
- CCC1=C(OC(=O)N(CC)CC)N2C(=O)OC(=NCC3CC3)[C@]2(C)[C@H]2C1=CC[C@H]1C(=O)N(C)C(=O)[C@H]12
  -4	0.97	-3	2	-6	3	-8	1.1	3
- CCOC(=O)C1CCN(C(=O)COC(=O)CN(C)S(=O)(=O)c2ccc(NC(C)=O)cc2)CC1
  2	0.87	-3	13	-3	2	-12	1	16
- O=C(O)C1C(c2ccccc2)C(C(=O)Oc2ccc(O)cc2)C1c1ccccc1 (configuration not stated)
  0	1.1	0	-6	3	-1	-5	0.97	21
- Cc1cccc(OCc2nn[nH]n2)c1C
  -2	0.75	-6	25	2	0	-11	0.98	6
- COc1ccc(C(=O)Nc2sc(C)c(C)c2CN2CCOCC2)cc1
  0	0.89	3	11	11	-10	-5	0.89	0
- CCOCCCNc1nc2nc3ccc(C)cn3c(=O)c2cc1C(=O)NCC1CCCO1 (configuration not stated)
  1	1	-1	0	-5	-28	-8	1.1	3
- CC(C)(C)c1ccc(C(=O)C2CCCN(C(=O)CN3CCCC3=O)C2)cc1 (configuration not stated)
  1	1.2	-2	-16	4	1	-6	0.96	4
- CC(=O)Nc1cccc(-c2nnc(SCc3ccccc3C#N)n2C)c1
  0	0.99	-1	1	5	1	-4	0.95	9
- O=c1cc(Nc2ccc3c(c2)OCCO3)[nH]c(=O)n1C1CCCCC1
  0	0.81	1	20	-4	-2	-5	1	-8
- Cc1ccc(C2(C)NC(=O)N(CC(=O)NCCC3=CCCCC3)C2=O)cc1 (configuration not stated)
  0	0.98	-1	2	-17	-3	-5	1.2	-12
- CCC(Sc1ccccn1)C(=O)Nc1nnc(C)s1 (configuration not stated)
  -1	1	-3	-2	5	-3	-4	0.95	22
- COc1ccc(C(=O)N2CCN(c3cccc(C)c3C)CC2)cc1S(=O)(=O)NC1CC1
  -3	1	-1	0	-5	0	-7	1	0
- O=C(COc1ccccc1C(=O)NCc1ccccc1)Nc1ccccc1
  0	1.1	6	-7	-23	1	-3	1.2	25
- CC(=O)NNc1ncnc2c1cnn2-c1ccccc1
  0	3*	1	-204	19	1	1	0.81	7
- COc1cccc(/C(O)=C/C(=O)C(=O)Nc2ccc(S(=O)(=O)NC(C)=O)cc2)c1
  0	1	-5	-5	4	0	-8	0.96	11
- CC1CCN(C(=O)c2cc3ccccc3c(=O)o2)CC1
  -3	0.99	0	1	-3	0	-4	1	18
- COc1cccc(CN(C)Cc2nc(Cc3ccccc3Cl)no2)c1
  -1	0.91	0	9	6	0	-6	0.94	15
- CCN(CC)C(=O)N1CCc2ccccc21
  2	0.95	3	5	-6	-3	-7	1.1	-1
- Cc1ccc(NC(=O)CCN2C(=O)c3ccccc3C2=O)cc1C
  -3	0.92	-2	8	-3	-1	-8	1	7
- CCOc1ccc(-c2cc3cc(OC)c(OC)cc3c(C)n2)cc1
  0	1	-1	-2	3	-1	-4	0.97	34
- COCCCNS(=O)(=O)c1cc2c3c(c1)C(C)C(=O)N3CCC2 (configuration not stated)
  -3	0.99	-4	1	11	-2	-8	0.89	6
- OC(COCC(F)(F)C(F)(F)C(F)(F)C(F)F)Cn1c2ccccc2c2ccccc21 (configuration not stated)
  0	0.89	0	11	6	0	-3	0.94	10
- O=C(CSc1nnc(NCc2ccccc2)s1)NC1CCS(=O)(=O)C1 (configuration not stated)
  -4	1.1	-6	-5	-9	1	-3	1.1	3
- COc1ccc(S(=O)(=O)Cc2ccc(C(=O)N3CCc4ccccc4C3)o2)cc1
  6	1	3	-1	1	-8	-4	0.99	2
- COc1cccc(CN(C)CC(=O)Nc2cccc(S(N)(=O)=O)c2)c1OC
  -2	0.98	0	2	15	1	-1	0.85	5
- Cc1cccc(-n2ncc3c(N4CCCc5ccccc54)ncnc32)c1
  -5	1.2	2	-22	1	1	-1	0.99	9
- CCOc1cc(/C=N/NC(=O)CSc2nnc(C)s2)ccc1OCc1ccccc1Cl
  -4	1.2	-2	-18	5	2	1	0.95	3
- Cc1[nH]c2ccccc2c1SCC(=O)NC1CCCCC1
  4	0.96	6	4	-2	1	-4	1	27
- COc1ccc(S(=O)(=O)NCc2ccncc2)cc1NC(=O)c1ccccc1F
  0	1.3	-3	-25	-5	1	-1	1.1	8
- CCN(CC)c1ccc(C=Nc2cccnc2Cl)c(O)c1
  -4	0.84	3	16	4	-22	-5	0.96	2
- COc1ccc(Cc2nnc(NC(=O)Cc3cccs3)s2)cc1OC
  -2	1.1	64	-13	19	-4	34	0.81	-3
- O=C(NC1CCCCC1)c1ccc(-c2cccc([N+](=O)[O-])c2)o1
  -5	0.93	-1	7	-2	2	-1	1	17
- COc1cc2nc3c4ccccc4n(CC#N)c3nc2cc1OC
  0	1	-3	0	-8	x	-9	1.1	34
- CCSc1nnc(NC(=O)c2ccccc2C)s1
  -3	1	9	-3	-10	2	-5	1.1	57*
- CCCCOc1ccc(/C=C/C(=O)Nc2ccc(C(N)=O)cc2)cc1
  1	1.1	1	-13	-3	2	-2	1	9
- CCN(Cc1nc2ccccc2c(=O)[nH]1)C(=O)c1cccc(S(=O)(=O)N2CCc3ccccc32)c1
  -3	1	-4	-3	14	-2	-6	0.86	20
- O=C(O)c1ccccc1C(=O)c1ccc(Oc2ccccc2)cc1
  0	1.1	-2	-6	3	1	-3	0.97	4

More records
Values run as follows: MIN6 prolif	hIAP act	APOBEC3A inh	hIAP block	mIAP inh	SENP1 FRET inh	A3G deaminase	mIAP activ	NALP3 yeast inh
- Cc1nn(CC(=O)N2CCN(S(=O)(=O)c3ccccc3)CC2)c(C)c1[N+](=O)[O-]
  1	1	4	-4	0	0	-4	1	11
- COc1ccc(NC(=O)c2sc3nc(C)cc(C)c3c2N)c(OC)c1
  -1	0.88	-2	12	0	-111	-7	1	19
- c1ccc(C(c2ccccc2)N2CCN(c3ccc4ccccc4n3)CC2)cc1
  -3	0.93	0	7	3	-1	-6	0.97	21
- CCCC(=O)Nc1ccc(NC(=O)c2cccc(OC)c2)cn1
  0	0.85	-3	14	0	0	-5	1	22
- COC(=O)C1=C(C)N(CC(C)C)C(=O)/C1=C\c1cccs1
  -4	0.81	1	19	5	3	-1	0.95	15
- COc1cc(C(=O)OCC(=O)N2CCCCCC2)c([N+](=O)[O-])cc1OC
  -2	0.94	-4	6	3	-1	-7	0.97	9
- CC(=O)Nc1nc(C2COc3ccccc3O2)cs1 (configuration not stated)
  0	1.1	-3	-7	-6	1	-3	1.1	17
- COC(=O)c1ccc(S(=O)(=O)NC(C)(C)C)n1C
  -2	0.87	-5	13	4	0	-11	0.96	7
- Cc1ccccc1[C@]1(C)ON(c2ccccc2C(F)(F)F)C1=O
  -7	0.97	0	3	0	x	-8	1	35
- Cc1ccc(Cn2c(NS(=O)(=O)c3ccccc3)nc3ccccc32)cc1
  -2	1	-2	0	4	2	-6	0.96	-3
- CCC(C)(C)n1nnnc1C(c1ccc2ncccc2c1)N1CCN(c2ccc(O)cc2)CC1 (configuration not stated)
  -4	0.97	2	3	10	0	41*	0.9	7
- CCNC(=S)NNC(=O)CCc1nc2cc(Cl)ccc2n(Cc2ccccc2)c1=O
  1	1	-1	-2	-4	-8	-5	1	8

Bioassay records deposited in PubChem BioAssay by Sanford-Burnham Center for Chemical Genomics.

Some of the compounds tested (hit frequency here may not be typical).
